Source: PubChem BioAssay
Mtb RmlCD inh = blocks M. tuberculosis RmlC and RmlD coupled enzymes | RmlC+RmlD coupled enzyme assay, percent inhibition; primary screen in compound mixtures | inhibition, % at 3.6 µM | AID 1533 | P9WH09+P9WH11 | 160,000 compounds, 0.03% hits; in the data active = inhibition mostly above about 34%, no sharp cut-off; also: some results filed as inactive read as strong as hits
Target sequence (P9WH09 whole entry, looked up): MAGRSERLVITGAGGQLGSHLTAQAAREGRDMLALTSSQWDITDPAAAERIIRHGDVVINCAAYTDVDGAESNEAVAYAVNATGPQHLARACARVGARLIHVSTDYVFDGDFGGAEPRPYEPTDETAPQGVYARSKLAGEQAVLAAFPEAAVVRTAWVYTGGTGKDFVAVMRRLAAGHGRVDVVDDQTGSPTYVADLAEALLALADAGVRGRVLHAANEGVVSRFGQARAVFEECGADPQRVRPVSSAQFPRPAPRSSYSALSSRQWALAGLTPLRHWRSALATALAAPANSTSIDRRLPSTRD
Target sequence (P9WH11 whole entry, looked up): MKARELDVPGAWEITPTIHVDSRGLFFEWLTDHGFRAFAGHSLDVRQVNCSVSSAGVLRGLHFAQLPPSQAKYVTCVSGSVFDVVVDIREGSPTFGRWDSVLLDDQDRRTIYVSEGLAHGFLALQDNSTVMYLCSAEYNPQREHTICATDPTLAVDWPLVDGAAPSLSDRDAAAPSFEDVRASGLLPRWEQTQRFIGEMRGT
M. tuberculosis GlmU = inhibition of mycobacterial GlmU enzyme – biochemical, glucosamine-1-phosphate acetyltransferase (AID 1376). M. tuberculosis GlmU acetyltransferase enzyme assay; higher % means a stronger effect. 220,000 compounds, 0.25% hits. one-dose inhibition, %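 (tested at 30 µM in the primary screen)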; IC50 in µM for titrated hits; in the data active = inhibition above about 13%;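 also: 0% = complete reaction with vehicle and 100% = reaction without substrate; strong numbers were not always called active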
* marks the source's active call; other numbers are inactive results; x = not tested or not shown; & = joins results of further samples.

SMILES | Mtb RmlCD inh | M. tuberculosis GlmU
CN1CCC(N(C)C(=O)COc2ccccc2-c2ccccc2)CC1 | 4 | 12%
CCCN(CCC)C(=O)c1cc(-c2ccc3c(c2)OCO3)nc2ccccc12 | 93 | 5.8%
O=c1c(Cl)c(N2CCOCC2)cnn1-c1ncc(C(F)(F)F)cc1Cl | -10 | -0.6%
CCc1nnc(NC(=O)CCN2C(=O)c3ccccc3S2(=O)=O)s1 | 5 | 4.6%
CCCCNC(=O)NC1CCCC1 | 2 | -0.2%
Cc1ccc2nc(-c3cccnc3SCC(=O)N3c4ccccc4CC3C)[nH]c2c1 (stereo unspecified) | 13 | -1.1%
O=C(NC(Cc1c[nH]c2ccccc12)C(=O)O)/C(=C/c1ccc(F)cc1)NC(=O)c1ccccc1 (stereo unspecified) | 10 | -3.5%
NCCc1nnc(SCc2ccc(F)cc2)o1 | 7 | -0.5%
C/C(=N\NC(=O)CNc1cccc(C)c1)c1ccc(Br)s1 | -4 | 11%
Cc1ccc(NC(=O)CN2C(=O)/C(=C\c3cccs3)SC2=S)cc1 | -2 | -2.7%
O=C(CNC(=O)c1ccc(S(=O)(=O)N2CCCC2)cc1)N/N=C/c1ccccc1Cl | 8 | 4.9%
CS(=O)(=O)N(Cc1ccccc1Cl)c1ccc(C(=O)NCc2cccnc2)cc1 | -7 | 1.6%
COC(=O)c1cc(OC)c(OC)cc1NC(=O)c1ccccc1 | 9 | -5.8%
O=C(c1ccccc1)N1CCN(C(=S)NCCc2ccccc2)CC1 | 9 | 4.9%
CCOC(=O)c1ccccc1NC(=O)/C(C)=C/C(=O)O | x | -2.7%
CC1=C(n2ccnc2)CCC1=O | x | -1.6%
CCC(=O)c1ccc(OCC(=O)N2CCCC2)c(OC)c1 | -11 | 0.3%
C/C=C/Cn1c(SCc2ccc(C)cc2)nc2c1c(=O)[nH]c(=O)n2C | 0 | 0.8%
Nc1nnc(SCc2ccc(F)cc2)s1 | 7 | -3.5%
Cn1c(=O)c2c(nc(CN3CCN(c4cccc(Cl)c4)CC3)n2CCc2ccccc2)n(C)c1=O | x | -3.5%
COc1cc(/C(C#N)=C/c2cccc3ccccc23)c([N+](=O)[O-])cc1OC | x | 1.5%
O=c1c(Cc2ccc(Cl)cc2Cl)c(O)ccn1CCCN1CCOCC1 | -5 | -0.1%
COCCOC(=O)c1c(C)oc2ccc(OS(C)(=O)=O)cc12 | -4 | 6.2%
CC(C)(C)OC(=O)N1CC2Cc3[nH]c(=O)ccc3C(C2)C1 (stereo unspecified) | x | 3.2%
Cn1c(=NC(=O)C2CC2)sc2cccc(F)c21 | 8 | 2.1%
Cc1cc(C)n(-c2nnc(C)n2/N=C/c2ccccc2F)n1 | -8 | -0.7%
Cc1cccc(-n2ccnc2SCC(=O)Nc2ccc3c(c2)OCCO3)c1 | -9 | 2.5%
CCNc1nc(NC(C)C)nc(OCCOC(=O)c2ccccc2)n1 | -12 | 6.8%
Cc1sc(NC(=O)/C=C/c2ccc(C(C)C)cc2)c(C#N)c1C | 3 | -8.8%
COc1ccc(C2CC(c3cccs3)=NN2C(=O)CSC2=NN3CCCC(=O)N=C3S2)cc1 (stereo unspecified) | -9 | -0.9%
CC(C)(C)CC(=O)Nc1cccc(-c2cn3cccnc3n2)c1 | 9 | 8.0%
Cc1cccc(NC(=O)COn2nnc3ccc(S(C)(=O)=O)cc32)c1 | 5 | -4.2%
CCOc1ccccc1N1CCN(C(=O)Nc2cccc(Cl)c2)CC1 | -13 | 1.8%
CCOC(=O)c1ccccc1NC(=O)C1CC(=O)N(c2ccccc2)C1 (stereo unspecified) | 7 | 3.0%
Cc1occc1C(=O)NNC(=O)Nc1ccc(F)cc1F | 22 | -5.9%
C=CCOc1cccc(C2/C(=C(/O)c3ccc(C)cc3)C(=O)C(=O)N2CCN2CCOCC2)c1 (stereo unspecified) | 9 | -2.4%
Cc1ccc(-c2ccnc(=S)[nH]2)cc1 | -1 | 1.4%
CN(Cc1ccccc1)c1ccc(S(=O)(=O)N2CCC(C(=O)O)CC2)cc1[N+](=O)[O-] | x | -5.1%
CN(C)S(=O)(=O)c1cccc(C(=O)NCC2(N3CCOCC3)CCCCC2)c1 | 19 | -1.1%
Cc1cccc(OC(C)C(=O)N/N=C\c2ccncc2)c1 (stereo unspecified) | x | -2.1%
CCCCC(=O)Nc1ccc(C(=O)NNC(=O)c2ccc(C)c(Br)c2)cc1 | 11 | -2.9%
CCOP(=O)(OCC)c1nc(-c2ccc(Cl)cc2Cl)oc1N1CCCCC1 | 5 | 3.1%
Cc1ccc(C(=O)Nc2nc3ccc(S(C)(=O)=O)cc3s2)o1 | x | 3.5%
O=C(CCC(=O)c1cccs1)Nc1ccccc1F | 8 | -2.3%
COC(=O)[C@H]1C[C@@H]1[C@H](NC(=O)c1ccccc1)c1ccccc1 | x | -2.3%
Cc1cnc(C(=O)N2CCCC(C(=O)c3cccc(OC(C)C)c3)C2)cn1 (stereo unspecified) | -5 | -0.7%
CCn1cc(C(=O)O)c(=O)c2cnc(N3CCN(C(=S)Nc4ccc(F)cc4)CC3)nc21 | 8 | -1.2%
C=CCOC(=O)C1=C[C@@H](c2ccc3c(c2)OCO3)C[C@@H](OCc2ccc(CO)cc2)O1 | x | 0.2%
COc1ccc(CNCCNC(=O)c2cccs2)cc1OC | 67 | -3.5%
COCCn1nnnc1CN1C2CCCC1CC(NC(C)=O)C2 (stereo unspecified) | 12 | 6.2%
CN1CCN(C(=O)N2c3ccccc3C=Cc3ccccc32)CC1 | x | -4.1%
O=c1oc2ccccc2n1CSC1=NCCS1 | -5 | 1.0%
CCCOC(=O)C1=C(C)NC(=O)NC1c1ccc(Br)s1 (stereo unspecified) | -9 | 5.7%
O=C(O)CCn1c(C2CCCCC2)nc2ccccc21 | 13 | 1.0%
O=C(C[n+]1cc(-c2ccc(Br)cc2)n2c1CCCCC2)c1ccccc1 | 4 | 0.7%
CCOC(=O)c1[nH]c2c(c1C)C(=O)CC(c1ccc(OC)c(OC)c1)C2 (stereo unspecified) | 4 | 3.6%
COc1cccc(NC(=O)CN(C)CC(=O)Nc2ccc3c(c2)CCC3)c1 | -8 | 2.4%
CN(C(=O)c1ccc(S(=O)(=O)c2cccc(Cl)c2)c([N+](=O)[O-])c1)C1CCCCC1 | -13 | 0.7%
N#CC(c1cccc(C(F)(F)F)c1)(c1ncc(C(F)(F)F)cc1Cl)N1CCOCC1 (stereo unspecified) | 0 | -6.1%
Cc1cc(NC(=O)CSc2nc3ccccc3c(=O)n2Cc2ccc(F)cc2)no1 | 14 | 9.8%

3 compounds already listed, arranged by length of the SMILES, smallest number first:
SMILES | Mtb RmlCD inh | M. tuberculosis GlmU
O=c1oc2ccccc2n1CSC1=NCCS1 | -5 | 1.0%
COc1cccc(NC(=O)CN(C)CC(=O)Nc2ccc3c(c2)CCC3)c1 | -8 | 2.4%
C=CCOC(=O)C1=C[C@@H](c2ccc3c(c2)OCO3)C[C@@H](OCc2ccc(CO)cc2)O1 | x | 0.2%

(list continues)
SMILES | Mtb RmlCD inh | M. tuberculosis GlmU
COc1ccc(S(=O)(=O)N2CCN(C(=O)CCC3CCCC3)CC2)cc1 | x | -0.4%
CCc1ccc(NC(=O)Cn2ncc3c4ccccc4n(C)c3c2=O)cc1 | 4 | -4.5%
COc1ccc(-c2nnc(CSc3nc4ccccc4c(=O)n3C)o2)cc1OC | -6 | -1.5%
CC1(C)S[C@@H]2[C@H](NC(=O)COc3ccccc3)C(=O)N2C1C(=O)OCc1ccccc1 (stereo partly specified) | x | 2.9%
COc1ccc(C(=O)Nc2ccc(C(=O)OCC(=O)c3cccc4ccccc34)cc2)cc1 | 13 | -7.0%
NC(=S)c1ccc(C(N)=S)o1 | 14 | 2.8%
Oc1ccc(Br)cc1C=Nc1ccc2[nH]ncc2c1 | 18 | -2.8%
COc1ccc(NC(=O)c2nn(C)cc2[N+](=O)[O-])cc1 | -2 | 3.5%
COC(=O)c1ccc(S(=O)(=O)c2ccc(C(=O)OC)s2)s1 | 0 | -1.7%
CC1CC1c1ccc(/C=C(\C#N)C(=O)Nc2ccc(Cl)cc2Cl)o1 (stereo unspecified) | 7 | -4.2%
COCC(=O)N(Cc1ccccc1)c1ccccn1 | 3 | -3.2%
O=C(CF)NC(Nc1cccc2cccnc12)C(Cl)(Cl)Cl (stereo unspecified) | x | -0.9%
CCOC(=O)c1sc(NC(=O)CCC(=O)O)nc1C | 9 | -2.2%
Cc1ccc(OCCN2CCN(C(=O)CCC(=O)Nc3nnc(CC(C)C)s3)CC2)cc1 | -20 | -2.5%
O=C(NCc1ccco1)c1ccc2c(c1)N(Cc1ccccc1)C(=O)CS2=O (stereo unspecified) | -10 | 2.9%
O=C(NC(=O)c1ccccc1)NC1(C(F)(F)F)OCCO1 | -5 | -0.4%
Fc1ccccc1N1CCN(C(c2cccs2)c2nnnn2CCc2ccccc2)CC1 (stereo unspecified) | 8 | x
CCOCCCNC(=O)c1cc(=O)n(Cc2cccc(C)c2)c2ccccc12 | 3 | 0.6%
Cc1cccc(NC(=O)c2ccc(C3SCC(=O)N3CCc3ccccc3)cc2)c1 (stereo unspecified) | x | 1.6%
Cc1cc(COc2ccccc2OCCN2CCN(C)CC2)no1 | 8 | -2.8%
COCCCn1c(-c2cccs2)nc2nc3ccccc3nc21 | -6 | -5.1%
CCOc1ccc(/C=N/NC(=O)CC(=O)NCc2ccccc2)cc1 | -7 | 0.7%
COC(=O)c1cccc(NC(=O)C(C)(C)C)c1 | -3 | 5.6%
CCOC(=O)C1(C(=O)OCC)C(c2ccccc2)CC(O)N1C(C)=O (stereo unspecified) | 3 | -6.6%
C=CCn1c(CC(C)(C)C)nc2ccccc21 | -5 | -0.9%
CC(C)(C)c1ccc(C(=O)NC(Cc2ccccc2)C(=O)O)cc1 (stereo unspecified) | x | -3.4%
COc1ccc(NC(=S)N(CCc2nc3cc(C)c(C)cc3[nH]2)Cc2cccnc2)cc1 | -2 | 2.7%
O=C1C2C3CCCC3=C3CCCC3C2C(=O)N1c1cccc(Cl)c1 (stereo unspecified) | -8 | 1.0%
COc1cc(C(=O)Nc2ccc(C#N)cc2)c([N+](=O)[O-])cc1OC | 12 | -3.5%
CN(CCC#N)S(=O)(=O)c1ccc2[nH]cc(C(=O)NCCc3ccccc3)c(=O)c2c1 | x | 0.1%
CC(C)(C)C(=O)COC(=O)C1CC(=O)N(c2ccccc2)C1 (stereo unspecified) | 19 | 1.4%
COC(=O)[C@H](Cc1ccccc1)NC(=O)NCc1cccs1 | -8 | 2.5%
CCCCC(=O)Nc1cc([N+](=O)[O-])ccc1Cl | -15 | 1.6%
COc1cc(OC)cc(C(=O)N[C@H](C(=O)OCC(=O)Nc2ccc(C)cc2C)C(C)C)c1 | 10 | -7.7%
COc1ccccc1NCc1ccc([N+](=O)[O-])s1 | x | -0.5%
Cc1csc(NC(=O)CSc2ncc(-c3ccccc3)[nH]2)n1 | 8 | -1.4%
Cc1ccccc1C1CC(=O)NC2=C1C(=O)CCC2 (stereo unspecified) | -8 | -0.4%
O=c1c2ccccc2nnn1CSc1nnc(COc2ccc(Cl)cc2)n1Cc1ccco1 | 17 | 9.7%&-0.3%
OCCN(CC#CC(O)(c1ccccc1)C1CCCC1)CCO (stereo unspecified) | x | 4.8%
O=C(CCCc1nc2ccccc2s1)Nc1ccc(N2CCOCC2)cc1 | x | -2.3%
O=S(=O)(c1ccc(Cl)cc1)N1CCCC(C(F)(F)F)C1 (stereo unspecified) | 2 | -0.4%
CCOc1ccc(N2CC(C(=O)NCc3cccc(C)c3)CC2=O)cc1 (stereo unspecified) | -3 | -3.0%
COc1ccc(CNc2nc(NCc3ccc(OC)c(OC)c3)n(C(=O)c3cccs3)n2)cc1OC | x | -1.7%
Cc1ccc(-c2nnc(-c3ccccc3)o2)cc1 | x | 1.9%
CC(/C=C/C=C/c1ccccc1)=N/NC(=O)CNc1ccccc1C | 60 | -6.7%
COC(=O)c1cc(C(=O)Nc2cccc(C)n2)cc([N+](=O)[O-])c1 | -7 | -1.7%
COc1cc(CNn2cn[nH]c2=S)cc(Br)c1OCc1ccccc1F | -11 | 4.5%
COc1ccc(/C(C)=N/Nc2nc3ccccc3n3cnnc23)cc1OC | 7 | 2.8%

Part of the list above, with two lines to a compound.
Below each compound – Mtb RmlCD inh	M. tuberculosis GlmU
> CC(C)(C)C(=O)COC(=O)C1CC(=O)N(c2ccccc2)C1 (stereo unspecified)
    19	1.4%
> COC(=O)[C@H](Cc1ccccc1)NC(=O)NCc1cccs1
    -8	2.5%
> CCCCC(=O)Nc1cc([N+](=O)[O-])ccc1Cl
    -15	1.6%
> COc1cc(OC)cc(C(=O)N[C@H](C(=O)OCC(=O)Nc2ccc(C)cc2C)C(C)C)c1
    10	-7.7%
> COc1ccccc1NCc1ccc([N+](=O)[O-])s1
    x	-0.5%
> Cc1csc(NC(=O)CSc2ncc(-c3ccccc3)[nH]2)n1
    8	-1.4%
> Cc1ccccc1C1CC(=O)NC2=C1C(=O)CCC2 (stereo unspecified)
    -8	-0.4%
> O=c1c2ccccc2nnn1CSc1nnc(COc2ccc(Cl)cc2)n1Cc1ccco1
    17	9.7%&-0.3%
> OCCN(CC#CC(O)(c1ccccc1)C1CCCC1)CCO (stereo unspecified)
    x	4.8%
> O=C(CCCc1nc2ccccc2s1)Nc1ccc(N2CCOCC2)cc1
    x	-2.3%
> O=S(=O)(c1ccc(Cl)cc1)N1CCCC(C(F)(F)F)C1 (stereo unspecified)
    2	-0.4%
> CCOc1ccc(N2CC(C(=O)NCc3cccc(C)c3)CC2=O)cc1 (stereo unspecified)
    -3	-3.0%
> COc1ccc(CNc2nc(NCc3ccc(OC)c(OC)c3)n(C(=O)c3cccs3)n2)cc1OC
    x	-1.7%
> Cc1ccc(-c2nnc(-c3ccccc3)o2)cc1
    x	1.9%
> CC(/C=C/C=C/c1ccccc1)=N/NC(=O)CNc1ccccc1C
    60	-6.7%
> COC(=O)c1cc(C(=O)Nc2cccc(C)n2)cc([N+](=O)[O-])c1
    -7	-1.7%
> COc1cc(CNn2cn[nH]c2=S)cc(Br)c1OCc1ccccc1F
    -11	4.5%
> COc1ccc(/C(C)=N/Nc2nc3ccccc3n3cnnc23)cc1OC
    7	2.8%

An excerpt; rates above refer to the full screens.
